# Bioassay records deposited in PubChem BioAssay by several laboratories.
# ERa SRC1 inh = ERα–SRC-1 coactivator interaction inhibitors, primary screen, biochemical, TR-FRET, ERα LBD, estradiol-bound | Estrogen receptor (Homo sapiens), P03372 | TR-FRET ER-alpha LBD / SRC-1 peptide | inhibition, % at 25.6 µM | actives 1.7% (n = 86,000) | AID 629, 2007; in the data active means inhibition above about 50%;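 further: 0% = receptor plus peptide control and 100% = peptide only without receptor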
# Target sequence (P03372 whole entry, looked up, the tested form may be a part): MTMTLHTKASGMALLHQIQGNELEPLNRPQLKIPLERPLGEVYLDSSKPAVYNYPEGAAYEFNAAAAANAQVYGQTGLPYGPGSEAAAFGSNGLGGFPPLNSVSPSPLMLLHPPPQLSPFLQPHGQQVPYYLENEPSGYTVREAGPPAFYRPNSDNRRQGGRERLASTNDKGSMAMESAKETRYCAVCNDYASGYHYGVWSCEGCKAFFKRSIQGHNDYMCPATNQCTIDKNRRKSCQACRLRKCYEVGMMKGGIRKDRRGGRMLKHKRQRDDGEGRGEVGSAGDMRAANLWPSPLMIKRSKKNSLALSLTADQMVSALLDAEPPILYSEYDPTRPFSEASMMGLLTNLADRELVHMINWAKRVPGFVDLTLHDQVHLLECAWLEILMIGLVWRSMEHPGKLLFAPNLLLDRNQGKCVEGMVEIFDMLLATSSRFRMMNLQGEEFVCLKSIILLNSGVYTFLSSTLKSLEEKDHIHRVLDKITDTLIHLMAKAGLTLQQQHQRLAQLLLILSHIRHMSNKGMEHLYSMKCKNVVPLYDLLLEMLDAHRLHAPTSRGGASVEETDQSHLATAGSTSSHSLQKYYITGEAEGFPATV
# Pyk2 oligo antag = antagonists of Pyk2 self-association, primary screen, Q293 cells, FERM NanoBiT luminescence, HTS. actives 0.83% (n = 99,000). Protein-tyrosine kinase 2-beta (Homo sapiens), Q14289. z-score (the deposit names both 25 µM and 10 µM). stronger effect = lower value;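 active means Z-score of -3 or lower, scaled per plate to the spread of control and sample wells; inactive means z-score above -3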;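 further: negative z-score means lost luminescence so less FERM oligomerization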
# The depositor's hits bear a star; [ ] = remark or other dose. An excerpt; rates above refer to the full screens.
SMILES,ERa SRC1 inh,Pyk2 oligo antag
COC(=O)c1ccc(OCc2nc(N)nc(N3CCOCC3)n2)cc1,-7,1.2
O=c1c2cc(N3CCOCC3)ccc2[nH]c(=S)n1CC1CCCO1 (stereo not given),-5,-0.43
CCCn1c(NCc2ccc3c(c2)OCO3)nc2ccccc21,0,-1.2
CCOc1ccc(C(=O)CCN2CCCCC2)cc1,-2[fluorescence artefact?],0.03
CCCN1C=CC(=C2C(=O)c3ccccc3C2=O)C=C1,4[fluorescence artefact?],0.99
CCOC(=O)c1cc2cc(-c3c(C(=O)OCC)oc4cc(O)cc(O)c4c3=O)ccc2o1,21[fluorescence artefact?],-3.6*
Cc1ccc(-n2nnnc2SCC(=O)N2CCc3ccccc3C2)c(C)c1,6,-1.4
CCOC(=O)C1C(=O)CC(C)(O)C(C(=O)OCC)C1c1cccc(OC(F)(F)C(F)F)c1 (stereo not given),6,0.62
COC(=O)COc1ccc(S(=O)(=O)NCCC2=CCCCC2)cc1C,0,0.22
FC(F)(F)c1nc2ncc(Cl)cc2[nH]1,-2,0.14
Cc1cnn(-c2nc(-c3cccs3)cc(C(F)(F)F)n2)c1,-6,-0.71
CC(C)CCn1nnnc1C(c1ccccc1)N1CCN(C)CC1 (stereo not given),-6,-0.21
CCCc1ccc(Oc2c(-c3ccc(O)c(C)c3O)n[nH]c2C)cc1,-5,-1.1
CSc1nnc(-c2cnccn2)n1CCCN1CCCC1=O,-5,0.47
CCCCNS(=O)(=O)c1ccc2nc(SCC(=O)c3ccc(C#N)cc3)[nH]c2c1,7,0.54
CC(C)(Oc1ccc(Cl)cc1)C(=O)OCC(=O)N1CCCC1,5,0.05
C=CCOc1ccc(C2N3CC4(CC)CN2CC(CC)(C3)C4=O)cc1 (stereo not given),-2,0.87
Brc1ccc(-c2nnc(-c3ccccc3Br)o2)cc1,-2[fluorescence artefact?],-1.6
Cc1onc(-c2ccccc2Cl)c1C(=O)N1CCN(C/C=C/c2ccccc2)CC1,-10,0.4
COc1cc(C2C(C#N)=C(N)Oc3cc(O)ccc32)cc2c1OCO2 (stereo not given),0,-1.4
Cc1cccc(N2C(=O)CC(N3CCOCC3)C2=O)c1 (stereo not given),-1,-0.72
CC1CN(C(=O)c2cc3c(=O)n4ccccc4nc3s2)CC(C)O1 (stereo not given),6,-0.28
Cc1cc(C)c(NC(=O)C(C)(C)C)c(Cl)c1,-7,-0.04
O=C(OCn1nnc2ccccc2c1=O)C1=COCCO1,-3,-0.56
Cn1c(SCc2ccccn2)nnc1-c1cnccn1,-7,0.09
COc1ccc(-n2nc(C(=O)O)c3ccccc3c2=O)c(OC)c1,-18,1.3
CC(=O)NCC(=O)NC(C(=O)Nc1ccc2c(c1)OCCO2)c1ccccc1 (stereo not given),2[fluorescence artefact?],-0.26
O=S(=O)(c1cccc2ccccc12)N1CCSC1,2,-0.31
C(=N\n1cnnc1)/c1ccc(-c2ccccc2)cc1,14,1.2
Fc1ccc(-c2cc(C(F)(F)F)nc(NCC3CCCO3)n2)cc1 (stereo not given),-2,-1
CS(=O)(=O)N(CC(=O)Nc1ccc2c(c1)OCO2)c1ccccc1,24[fluorescence artefact?],-0.6
O=C(NC1CCCCCC1)c1c(F)c(F)c(F)c(F)c1F,-3,1.5
O=C(Nc1ccncc1)c1ccc2c(c1)OCCO2,-1,-0.03
CN(O)/C=c1/ccc2c(n1)C(=O)C=CC=2,0,-0.14
CCC(C)NC(=O)c1cc(OC)c(OC)c(OC)c1 (stereo not given),-2,0.43
Cc1nnc(SCC(=O)NCc2ccc(Cl)cc2)[nH]c1=O,-12,-0.16
COc1nc(-c2ccc(C)cc2)ccc1-c1noc(-c2cccnc2)n1,21[fluorescence artefact?],0.45
O=C(CSc1nc2ccccc2o1)N1CCCC1,-5,-0.43
CCOC(=O)c1oc2ccccc2c1CSc1nnc(-c2ccco2)o1,8,0.35
c1coc(CNc2c3c(nc4ncnn24)CCCC3)c1,-23,0.74
COc1cc(C(=O)N(Cc2cc3ccccc3[nH]c2=O)CC2CCCO2)cc(OC)c1OC (stereo not given),1,1
Cc1ccccc1Cn1c(=O)n(CCCC(=O)NCc2ccco2)c(=O)c2ccccc21,11,-0.6
CN(C)C=Nc1ncc2c3ccccc3n(Cc3ccccc3)c2c1C#N,-7,-2.2
CC(=O)c1cccc(NC(=O)Nc2cccs2)c1,11,2
O=C1CC(c2ccc(F)c(Br)c2)C2=C(CCCC2=O)N1 (stereo not given),-5,-0.14
O=C(CC(C(=O)O)C1CCCO1)NCc1ccccc1 (stereo not given),6[fluorescence artefact?],-0.52
CCOC(=O)C1=C(N)Oc2cc(C)n(C)c(=O)c2C1c1ccncc1 (stereo not given),11[fluorescence artefact?],-0.05
Cc1nc2nc[nH]n2c(=O)c1NC(=O)CCc1ccccc1,3[fluorescence artefact?],-0.1
COc1ccc(/C(C)=N\n2cnnc2)cc1,18,-0.77
O=C(Nc1ccc2c(c1)OC1(CCCC1)O2)C1CC1,-10,-0.08
O=C(CCc1ccccc1)Nc1ccc(N2CCOCC2)cc1,4[fluorescence artefact?],-0.43
CC1NC(=O)N(C)C2NC(=O)N(C)C(c3ccccc3)C12 (stereo not given),4[fluorescence artefact?],-0.06
Cc1cccc(OCc2nnc(SCC(=O)Nc3cc(C)on3)n2C)c1,0,0.6
Cc1nc(SCC(=O)NCc2ccco2)nc(C)c1C,-7[fluorescence artefact?],1.4
O=C1c2ccccc2S(=O)(=O)N1CC(O)COc1ccc(Cl)cc1 (stereo not given),-6,-0.86
CCn1c2ccccc2c2cc(NC(=O)CSc3nnnn3-c3ccccc3)ccc21,12,-0.72
CCOC(=O)C1CCCN(c2nc3ccccc3nc2C(C#N)C(=O)OCC)C1 (stereo not given),-4[fluorescence artefact?],-1.8
Cc1nnc(SCC2CCCO2)n1-c1ccccc1 (stereo not given),-7[fluorescence artefact?],-0.3
CCOc1ncccc1C(=O)OCC(=O)NCCc1ccc(OC)cc1,-6,0.55
CCOC(=O)C1=C(C)OC(N)=C(C#N)C1c1ccoc1 (stereo not given),4,-0.09
# Additional entries
SMILES,ERa SRC1 inh,Pyk2 oligo antag
O=C(CCc1ccc(CCC(=O)c2cccs2)s1)c1cccs1,0,0.65
O=C(c1cc2n(n1)C(C(F)(F)F)CC(c1ccco1)N2)N1CCN(c2ccccn2)CC1 (stereo not given),9[fluorescence artefact?],-0.73
O=C(CSc1nc2c(c(=O)n1-c1ccc(Cl)cc1)SCC2)NCc1ccco1,45,0.38
CCOc1ccc(NC(=O)CN2CCN(CC(=O)c3ccc(OC)c(OC)c3)CC2)cc1,6,-0.96
CCN(CC)c1ccc(C(=O)n2cnc3ccccc32)cc1,1,-0.66
Cc1c(CCC(=O)O)c(=O)oc2cc(O)ccc12,3,1.1
Cc1cc(C)n2nc(C(=O)OCCOc3ccc(Br)cc3)nc2n1,1,0.68
Cc1ccc2c(c1)c1nc3ccccc3nc1n2CCN1CCOCC1,2[fluorescence artefact?],0.27
COc1ccc(OC)c(NC(=O)CCN2CCN(c3ccccc3)CC2)c1,1,0.27
Cc1cc(-c2cccs2)n[nH]1,-7,0.47
CCOC(=O)N1CCC(NC(=O)CCc2c(C)nc3nc(C)nn3c2C)CC1,-7[fluorescence artefact?],0.15
N#Cc1ccccc1Cn1c(=O)n(Cc2ccc(C(=O)NCc3ccco3)cc2)c(=O)c2ccccc21,82*[fluorescence artefact?],0.55
CCOc1ccc(NC(=O)CN2CCN(CC(=O)Nc3ccc4c(c3)OCCO4)CC2)cc1,2,-0.24
CCOC(=O)c1ccc(N=Cc2nc3ccccc3n2C)cc1,-1,0.62
N#Cc1nc(-c2ccccc2)oc1N1CCCCC1,-9,-1.3
CC(=O)c1cccc(NC(=O)c2c(F)c(F)c(F)c(F)c2F)c1,0,1.6
C=CCOc1nc2c(c(=O)n(C)c(=O)n2C)n1Cc1ccc(Cl)cc1Cl,1,0.72
CCOc1ccc(C2/C(=C(\O)c3cccc(OC)c3)C(=O)C(=O)N2c2cc(C)on2)cc1OC (stereo not given),-8,0.66
Cc1ccc(-n2nc(C)c3c2OC(N)=C(C#N)C3c2cccs2)cc1 (stereo not given),-6[fluorescence artefact?],0.29
CC(C)C[C@H](NC(=O)NCc1ccc(Cl)cc1)C(=O)O,-23[fluorescence artefact?],0.83
COC(=O)c1ccc(CSc2nncn2C)cc1,-5,1.6
Cc1ccc(S(=O)(=O)NC(C(=O)OCC(=O)NC(=O)c2cccn2C)C(C)C)cc1 (stereo not given),2,-0.32
CC(C)OC(=O)CN1C(=O)c2ccccc2C1=O,1,-0.16
COC(=O)c1cccc(NC(=O)c2nn(C)c(=O)c3ccccc23)c1,-1,-0.89
O=C(COC(=O)C1CCCO1)Nc1cccc(C(F)(F)F)c1 (stereo not given),6,0.21
CC(C)OCCCn1c(=S)[nH]c2ccc(N3CCOCC3)cc2c1=O,4,-0.1
CCc1nc(SCC(=O)N2CCN(C(=O)c3ccco3)CC2)c2c3c(sc2n1)CCCC3,-3,-1.1
CC(C)OC(=O)Nc1ccc(Oc2c(F)c(F)c(F)c(F)c2F)cc1,-6,1.9
O=C(CSc1nc2c(c(=O)n1-c1ccc(Cl)cc1)SCC2)N1CCCC1,-17,0.3
O=C(CC(Nc1ccccc1)C(=O)O)c1ccccc1 (stereo not given),0[fluorescence artefact?],0.21
Cc1cc(C)nc(Nc2n[nH]c(COc3ccccc3)n2)n1,-2,0.91
C=C1N(CCCCCC(=O)O)C(=O)OC12CCCCC2,-4,0.63
COc1ccc(N2CCN(c3oc(COc4ccccc4)nc3C#N)CC2)cc1,-11[fluorescence artefact?],0.1
c1ccc(-c2cc3c(N4CCOCC4)ncnc3s2)cc1,5[fluorescence artefact?],0.55
O=C(CCCN1C(=O)c2ccccc2C1=O)Nc1nncs1,-16,0.78
Cc1oc2ccc(OC(=O)N3CCOCC3)cc2c1C(=O)OC(C)C,-1,0.15

# Reprinted at random: 2 entries already listed.
SMILES,ERa SRC1 inh,Pyk2 oligo antag
Cc1cc(C)nc(Nc2n[nH]c(COc3ccccc3)n2)n1,-2,0.91
O=C(CSc1nc2c(c(=O)n1-c1ccc(Cl)cc1)SCC2)N1CCCC1,-17,0.3

# Additional results
SMILES,ERa SRC1 inh,Pyk2 oligo antag
COc1ccc(Nc2nc3c(c(=O)n(C)c(=O)n3C)n2CCO)cc1,-52[fluorescence artefact?],0.87
O=C(NCC1COc2ccccc2O1)c1ccc(NC(=O)C2CCCO2)cc1 (stereo not given),3[fluorescence artefact?],-0.21
O=C(c1csc2ccccc12)N1CCCCCC1,10[fluorescence artefact?],0.57
O=C(NCc1ccco1)C1CCCN(S(=O)(=O)c2ccc(-n3cnnn3)cc2)C1 (stereo not given),26,1.7
CN1CCN(S(=O)(=O)c2cccc(C(=O)NC3CCCc4ccccc43)c2)CC1 (stereo not given),-1,1.5
Cc1csc(NC(=O)C2CCCN2C(=O)Oc2ccccc2)n1 (stereo not given),-1,1.2
O=C(c1ccccc1)N1CCCCC(Sc2nnc3ccccn23)C1=O (stereo not given),2,1.3
Cc1ccc2cc3c(NC(=O)c4cccnc4)nn(C)c3nc2c1,-2[fluorescence artefact?],-1.9
CCc1nc(N[C@@H](Cc2c[nH]c3ccccc23)C(=O)O)c2oc3ccccc3c2n1,-3,0.53
O=C(NCc1ccco1)c1nn(-c2ccccc2)c(=O)c2ccccc12,-2,-0.91
Cc1nc(N2CCN(S(=O)(=O)c3cccc4nonc34)CC2)c2c3c(sc2n1)CCCC3,2,1.8
CC(C)c1nnc(NC(=O)CC(=O)Nc2ccccc2C(=O)O)s1,3,-0.04
Cn1ncc(Br)c1C(=O)Nc1ccc(Cl)cn1,12,0.47
Cc1nn2c3ccccc3nc2n(C)c1=O,-3,0.32
CCCCOC(=O)Nc1ccccc1C(N)=O,-7,-1.4
COc1ccc(N2CC(O)=C(c3nc4ccccc4s3)C2=N)c(OC)c1,-7,-2.9
COCCn1c(C)cc(C(=O)CSc2nnc(C)s2)c1C,-2,0.86
Nc1nnc(COc2cccc(C(F)(F)F)c2)s1,-3,-0.3
O=C(O)c1cc2ccccc2n1-c1ccccc1,4[fluorescence artefact?],0.39
CC(C)CC(NC(=O)C1CCC(C)CC1)C(=O)Nc1ccccn1 (stereo not given),-17,0.67
COCCNC(=O)CCSCc1ccccc1F,1,0.72

# 18 entries from above, with values ahead of the structure.
ERa SRC1 inh | Pyk2 oligo antag | SMILES
10[fluorescence artefact?] | 0.57 | O=C(c1csc2ccccc12)N1CCCCCC1
26 | 1.7 | O=C(NCc1ccco1)C1CCCN(S(=O)(=O)c2ccc(-n3cnnn3)cc2)C1 (stereo not given)
-1 | 1.5 | CN1CCN(S(=O)(=O)c2cccc(C(=O)NC3CCCc4ccccc43)c2)CC1 (stereo not given)
-1 | 1.2 | Cc1csc(NC(=O)C2CCCN2C(=O)Oc2ccccc2)n1 (stereo not given)
2 | 1.3 | O=C(c1ccccc1)N1CCCCC(Sc2nnc3ccccn23)C1=O (stereo not given)
-2[fluorescence artefact?] | -1.9 | Cc1ccc2cc3c(NC(=O)c4cccnc4)nn(C)c3nc2c1
-3 | 0.53 | CCc1nc(N[C@@H](Cc2c[nH]c3ccccc23)C(=O)O)c2oc3ccccc3c2n1
-2 | -0.91 | O=C(NCc1ccco1)c1nn(-c2ccccc2)c(=O)c2ccccc12
2 | 1.8 | Cc1nc(N2CCN(S(=O)(=O)c3cccc4nonc34)CC2)c2c3c(sc2n1)CCCC3
3 | -0.04 | CC(C)c1nnc(NC(=O)CC(=O)Nc2ccccc2C(=O)O)s1
12 | 0.47 | Cn1ncc(Br)c1C(=O)Nc1ccc(Cl)cn1
-3 | 0.32 | Cc1nn2c3ccccc3nc2n(C)c1=O
-7 | -1.4 | CCCCOC(=O)Nc1ccccc1C(N)=O
-7 | -2.9 | COc1ccc(N2CC(O)=C(c3nc4ccccc4s3)C2=N)c(OC)c1
-2 | 0.86 | COCCn1c(C)cc(C(=O)CSc2nnc(C)s2)c1C
-3 | -0.3 | Nc1nnc(COc2cccc(C(F)(F)F)c2)s1
4[fluorescence artefact?] | 0.39 | O=C(O)c1cc2ccccc2n1-c1ccccc1
-17 | 0.67 | CC(C)CC(NC(=O)C1CCC(C)CC1)C(=O)Nc1ccccn1 (stereo not given)
